D2 ag: HTS Assay for Allosteric Agonists of the Human D2 Dopamine Receptor: Primary Screen for Agonists. HEK293 T-REx D2 cells, calcium flux agonist mode. hit rate 0.53% among 340,000. D(2) dopamine receptor (Homo sapiens), P14416. activation, % at 2 µM. AID 485358, 2010;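 active means activation over 3 SD above normal in the single-dose calcium agonist read, cut at about 30% in these data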; further: 0% is about no effect
Target sequence (P14416 whole entry, looked up): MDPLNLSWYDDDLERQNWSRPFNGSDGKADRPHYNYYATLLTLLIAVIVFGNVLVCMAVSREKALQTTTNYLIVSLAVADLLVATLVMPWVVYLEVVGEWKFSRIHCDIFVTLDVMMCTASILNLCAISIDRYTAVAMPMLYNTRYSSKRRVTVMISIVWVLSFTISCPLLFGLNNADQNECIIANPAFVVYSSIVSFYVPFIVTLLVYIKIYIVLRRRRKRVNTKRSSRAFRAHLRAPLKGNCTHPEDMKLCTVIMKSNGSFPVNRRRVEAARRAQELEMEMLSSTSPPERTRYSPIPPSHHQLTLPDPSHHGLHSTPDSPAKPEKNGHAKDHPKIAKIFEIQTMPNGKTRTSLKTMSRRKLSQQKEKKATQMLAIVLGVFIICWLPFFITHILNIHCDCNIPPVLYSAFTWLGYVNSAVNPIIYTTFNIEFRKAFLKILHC
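In this primary screen, compounds producing a positive calcium signal within 180 s of addition to tetracycline-induced, force-coupled HEK293 Trex D2 cells are flagged; cells are dye-loaded with a no-wash calcium kit beforehand.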
TRHR ag: qHTS for Small Molecule Agonists and Allosteric Enhancers of Human TRH Receptor: Primary Screen for Agonists | Thyrotropin-releasing hormone receptor (Homo sapiens), P34981 | TRHR cells, calcium flux fluo-8, FDSS agonist mode | activation, % at 2 µM | hit rate 0.18% among 360,000 | AID 493084, 2011; in the data active means activation above about 30%; further: 0% is about no effect
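TRHR-expressing cells loaded with fluo-8 calcium dye; 23 nL library compound pin-transferred, kinetic FDSS fluorescence (Ex 480/Em 530) recorded about 180 s for agonist-induced calcium release, before a 10 nM TRH EC20 addition for potentiator mode.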
rTrxR1 inhibitor: qHTS Assay for Inhibitors of Mammalian Selenoprotein Thioredoxin Reductase 1 (TrxR1): qHTS | recombinant rTrxR1, NADPH fluorescence consumption, selenite substrate | hit rate 1% among 390,000 | Thioredoxin reductase 1, cytoplasmic (Rattus norvegicus), O89049 | Potency, µM (series often up to 114 µM), inactives show top-dose activity change, negative = inhibition, hits mostly inhibitors; further: potency means the concentration at half of the fitted maximal effect; on the % scale 0 is the no-effect control and ±100 the full control effect; nearly all actives have a fitted effect of over 65% in size
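Rat TrxR1 (90 nM in the dispensed reagent) was pre-reduced with 400 uM NADPH for 5 min at room temperature, then incubated with compound for 15 min. After 400 uM selenite was added, NADPH fluorescence (Ex 340/Em 450 nm) was followed for 8 min.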
TrxR1 substrate: qHTS Assay for Substrates of Mammalian Selenoprotein Thioredoxin Reductase 1 (TrxR1): qHTS | Potency, µM (doses to about 114 µM), without a hit: at the highest dose activity change, negative = substrate turnover | hit rate 0.01% among 390,000 | purified TrxR1 substrate turnover, NADPH consumption readout | Thioredoxin reductase 1, cytoplasmic (Rattus norvegicus), O89049; further: potency means the concentration at half of the fitted maximal effect; on the % scale 0 is the no-effect control and ±100 the full control effect; nearly all actives have a fitted effect of over 50% in size
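Rat TrxR1, dispensed at 90 nM, was prereduced with 400 uM NADPH (final) for 5 min at ~22 deg C, then incubated with compound 15 min before 400 uM selenite. A first-read NADPH fluorescence drop versus no-compound background flagged substrates.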
D2 antag: HTS Assay for Allosteric Antagonists of the Human D2 Dopamine Receptor: Primary Screen for Antagonists. D(2) dopamine receptor (Homo sapiens), P14416. AID 485344, 2010. inhibition, % at 10 µM. hit rate 2% among 340,000. HEK293 TREx D2 cells, calcium flux, dopamine EC80; in the data active means inhibition above about 30%; further: 0% is about no effect
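Compounds are added to dye-loaded, induced HEK293 T-REx cells coupled to calcium release via D2; after a 3 min kinetic read an EC80 dopamine stimulus is given and fluorescence is recorded for 3 more min.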
mIDH1 inhibitor: qHTS for Inhibitors of mutant isocitrate dehydrogenase 1 (IDH1): qHTS. IDH1-R132H enzyme, NADPH consumption, diaphorase/resazurin fluorescence. hit rate 0.093% among 390,000. AID 602179, 2012. Isocitrate dehydrogenase [NADP] cytoplasmic (Homo sapiens), O75874. Potency, µM (top dose mostly 76.6 µM), for the others: at the top dose activity change, negative = inhibition, most hits filed as inhibitors; further: potency means the concentration at half of the fitted maximal effect; on the % scale 0 is the no-effect control and ±100 the full control effect; nearly all actives have a fitted effect of over 65% in size
Target sequence (O75874 whole entry R132H, stated change not applied): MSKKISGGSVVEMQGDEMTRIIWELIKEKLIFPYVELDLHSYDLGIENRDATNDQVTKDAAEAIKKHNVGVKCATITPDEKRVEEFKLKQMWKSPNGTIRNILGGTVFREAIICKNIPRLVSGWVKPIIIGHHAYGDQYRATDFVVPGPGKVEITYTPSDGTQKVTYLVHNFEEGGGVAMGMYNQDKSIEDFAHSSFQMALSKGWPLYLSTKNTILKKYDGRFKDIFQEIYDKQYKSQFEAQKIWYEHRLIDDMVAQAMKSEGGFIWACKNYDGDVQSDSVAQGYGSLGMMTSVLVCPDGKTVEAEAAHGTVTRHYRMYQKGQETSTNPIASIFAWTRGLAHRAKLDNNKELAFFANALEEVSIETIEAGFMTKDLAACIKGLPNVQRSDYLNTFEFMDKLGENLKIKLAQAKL
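IDH1-R132H (0.5 ug/mL) preincubated 30 min with compound, then NADPH (0.016 mM) and alpha-KG (2 mM) added; 80 min at RT, pH 7.5. Remaining NADPH coupled via diaphorase/resazurin to fluorescence (540/590 nm); concentration-response curves normalized to no-enzyme control.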
USP1-UAF1 inh: Inhibitors of USP1/UAF1: Primary Screen | Ubiquitin carboxyl-terminal hydrolase 1 (Homo sapiens), O94782 | recombinant USP1/UAF1, Ub-Rhodamine cleavage fluorescence | Potency, µM (series often up to 57.1 µM), for inactives: at the highest dose activity change, negative = inhibition, most hits filed as inhibitors | hit rate 0.23% among 390,000; further: potency means the concentration at half of the fitted maximal effect; on the % scale 0 is the no-effect control and ±100 the full control effect; nearly all actives have a fitted effect of over 60% in size; inactives centre near -12
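High-throughput fluorogenic screen: 1nM USP1/UAF1 complex, Ub-Rho substrate 150nM final, 50mM HEPES pH 7.8 with 0.5mM EDTA, 0.1 mg/ml BSA, 1mM TCEP and 0.01% Tween-20.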
Pin1 inh: qHTS Assay to Find Inhibitors of Pin1 | hit rate 0.009% among 390,000 | Potency, µM (doses to about 115 µM), for the others: top-dose activity, negative = inhibition, hits mostly inhibitors | Pin1 FP peptide displacement, HiFluor488, 10 min | Peptidyl-prolyl cis-trans isomerase NIMA-interacting 1 (Homo sapiens), Q13526 | AID 504891, 2011; active means well fitted inhibition curve with a large enough effect in the polarisation, with a control signal flat, not every such curve was filed as active; inconclusive means small, poorly fitted or top-dose-only effect, or effect the other way, or a change in a side signal; inactive means no such curve, though single readings can be large or run the other way; the % refers to the polarisation; further: potency means the concentration at half of the fitted maximal effect; on the % scale 0 is the no-effect control and ±100 the full control effect
Target sequence (Q13526 whole entry, looked up): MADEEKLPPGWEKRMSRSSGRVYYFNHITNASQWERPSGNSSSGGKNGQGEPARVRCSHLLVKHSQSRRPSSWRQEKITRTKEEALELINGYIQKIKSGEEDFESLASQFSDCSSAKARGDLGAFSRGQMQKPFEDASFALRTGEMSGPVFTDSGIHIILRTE
TRHR PAM: qHTS for Small Molecule Agonists and Allosteric Enhancers of Human TRH Receptor: Primary Screen for Enhancers; Thyrotropin-releasing hormone receptor (Homo sapiens), P34981; TRHR cells, fluo-8 calcium fluorescence, EC20 TRH enhancement; enhancement, % at 2 µM; hit rate 0.66% among 360,000; in the data active means enhancement above about 30%; further: 0% is about no effect
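Enhancer read-out: after compound pinning and an initial kinetic agonist-mode read, an EC20 of TRH (10 nM final) was injected and fluo-8 calcium signal (Ex 480/Em 530) followed at 1 s/cycle for 100 cycles in TRHR-expressing cells.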
Starred values were filed as active, the others as inactive; ? = inconclusive; . = no result given; [ ] = dose if it differs, or a comment. Unless noted, the call rests on the fitted dose curve; in most records, active means well fitted inhibition curve with a large enough effect; inconclusive means small, poorly fitted or top-dose-only effect; inactive means no such curve, though single readings can be large or run the other way. A portion of the library; the hit share may differ from the screen's.

SMILES | D2 ag | TRHR ag | rTrxR1 inhibitor | TrxR1 substrate | D2 antag | mIDH1 inhibitor | USP1-UAF1 inh | Pin1 inh | TRHR PAM
COC(=O)c1sccc1S(=O)(=O)N(CC(=O)Nc1ccccc1)c1ccccc1 | 0.4 | -0.5 | 2%[57.1 µM] | -1%[57.1 µM] | . | 15% | -21% | 5% | 5
CCN1C(=O)c2ccccc2S(=O)c2ccc(C(=O)NCc3ccc(C)cc3)cc21 (stereo unspecified) | -0.8 | 0.0 | 13% | 3% | . | 6% | -15% | 1% | 11
CCOc1ccc(NC(=O)Cn2nnc(C(=O)OC)c2C(=O)OC)cc1 | 0.6 | 1.1 | 4% | -3% | . | 37%[activator] | 10% | 9% | 3
COc1ccccc1S(=O)(=O)CC(O)COc1ccccc1Cl (stereo unspecified) | 1.0 | 0.0 | 1% | -2% | 0 | 0% | -26% | -5% | 1
COc1ccccc1NC(=S)NC(NC(=O)C(C)C)C(Cl)(Cl)Cl (stereo unspecified) | -0.6 | 2.2 | 10%[57.1 µM] | 10%[57.1 µM] | 1 | 1% | -18% | -2% | -6
O=C1c2ccccc2C(=O)N1CCn1ccnc1 | -0.1 | 0.4 | 13%[57.1 µM] | -12% | -2 | 19% | -1% | -7% | 0
COCCCNS(=O)(=O)c1cc(-c2onc(C)c2C)ccc1OC | 0.0 | -0.5 | 13%[57.1 µM] | 1%[57.1 µM] | . | 20% | -23% | 0% | 8
CN(CC(=O)N1CCN(C2CCCCC2)CC1)S(=O)(=O)c1cccc2nsnc12 | . | -0.1 | 7% | 2% | . | 0% | 7% | -4% | -1
Cc1ccc(S(=O)(=O)N2C(=O)CCC2C(=O)NCc2ccco2)cc1 (stereo unspecified) | -0.3 | 0.2 | 12% | -1% | -1 | 3% | -8% | -3% | -6
N#Cc1ccccc1CN1C(=O)c2ccccc2S1(=O)=O | 0.2 | -0.2 | 14% | -10% | 21 | -9% | -12% | 0% | 4
Fc1cccc(-c2oncc2-c2nnnn2-c2ccc(Cl)cc2)c1 | -0.7 | -1.0 | -11% | -12% | -15 | 2% | -5% | -1% | 7
COc1cccc(/C=C(/C(=O)OCC(=O)NCC2CCCO2)c2ccccc2)c1 (stereo unspecified) | 1.3 | -0.4 | 6% | 0% | 2 | 12% | -21% | -7% | -2
CN(C)S(=O)(=O)c1ccc(C(=O)Nc2cc(=O)n(C)c(=O)n2C)cc1 | 2.8 | 0.6 | 11% | 3% | -12 | 2% | -9% | 0% | -1
O=C(Nc1ccc(N2CCCCC2)c(S(=O)(=O)Nc2ccccc2Cl)c1)c1cccnc1 | . | . | 7% | -10% | . | -6% | -5% | ? | .
Cc1ccc(C(=O)NCC(=O)OCC(=O)c2ccc(Cl)s2)cc1 | 0.0 | 0.3 | 1% | -5% | 0 | 1% | -25% | 6% | 3

One compound at a time (already shown). Order of screens: D2 ag, TRHR ag, rTrxR1 inhibitor, TrxR1 substrate, D2 antag, mIDH1 inhibitor, USP1-UAF1 inh, Pin1 inh, TRHR PAM
Record of COCCCNS(=O)(=O)c1cc(-c2onc(C)c2C)ccc1OC → 0.0, -0.5, 13%[57.1 µM], 1%[57.1 µM], ., 20%, -23%, 0%, 8
Record of N#Cc1ccccc1CN1C(=O)c2ccccc2S1(=O)=O → 0.2, -0.2, 14%, -10%, 21, -9%, -12%, 0%, 4

Continued.
SMILES | D2 ag | TRHR ag | rTrxR1 inhibitor | TrxR1 substrate | D2 antag | mIDH1 inhibitor | USP1-UAF1 inh | Pin1 inh | TRHR PAM
COc1cccc(-c2nnc(SCc3nc4ccccc4s3)n2C)c1 | . | 0.5 | 7%[57.1 µM] | -8% | . | 0% | -21% | 6% | 4
Cc1ccc(C(C(=O)NC2CCCC2)N(C(=O)c2csnn2)c2cccc(F)c2)o1 (stereo unspecified) | 1.1 | 1.1 | -22%[57.1 µM] | -10%[57.1 µM] | -2 | -2% | -11% | -2% | 0
O=c1cc(-c2ccccc2)nc(/C=C/c2ccccc2)[nH]1 | . | 0.7 | 12% | 6% | . | 6% | -13% | -6% | 1
CCCOc1cccc(C(=O)Nc2ccc(CN3CCOCC3)cc2)c1 | 1.1 | 0.9 | 3% | 2% | -39 | 2% | -21% | 0% | 3
Cc1ccccc1-c1n[nH]c(=S)n1/N=C/c1ccc(-c2ccccc2Br)o1 | 4.2 | -1.2 | -15% | -1% | -1 | 9% | -23% | 7% | -3
COc1ccc(CCNC(=O)CS(=O)(=O)c2cn(CC(=O)N3CCOCC3)c3ccccc23)cc1OC | 0.4 | 0.2 | -36% | 1% | 0 | 6% | -23% | -3% | 1
CCOc1ccc(OCC)c(NC(=O)CN(c2ccc(OC)cc2)S(=O)(=O)c2c(C)noc2C)c1 | 0.2 | 0.0 | 16% | 3% | -16 | 3% | -14% | -9% | 21
COc1ccc(NC(=O)CN(C)C(=O)Cc2ccsc2)cc1 | . | 0.2 | -6% | -11% | . | 0% | -2% | -3% | 4
COc1cccc(-c2cc(C(=O)Nc3c(C)nn(Cc4ccccc4Cl)c3C)no2)c1 | 0.9 | -0.2 | 8% | -3% | . | -14% | -22% | 12% | 6
Cc1cc(C(=O)Nc2ccc(N3CCOCC3)c(Cl)c2)c(C)o1 | -0.6 | 0.0 | -26% | 7% | -2 | 25% | -16% | 1% | -3
CNC(=O)N(O)C1N(/N=C/c2ccc(C)cc2)C(=S)SC1(C)C (stereo unspecified) | -0.1 | -0.2 | 32% | -4% | -4 | 9% | -1% | -1% | -6
CCOC(=O)CN1C(=O)/C(=C/c2c(F)cccc2Cl)Oc2ccccc21 | . | 1.9 | 41%[activator][57.1 µM] | 36%[activator][57.1 µM] | . | -1% | -12% | -3% | -5
CC(C)c1ccc(N2C(=O)CC(NNC(=O)c3cccnc3)C2=O)cc1 (stereo unspecified) | 1.0 | -0.2 | 17% | -22%[57.1 µM] | 5 | 9% | -15% | 4% | -1
NS(=O)(=O)c1ccc(S(=O)(=O)N2CCN(C3CCCC3)CC2)cc1 | -2.8 | 0.2 | -5%[57.1 µM] | -1%[57.1 µM] | 22 | 0% | -18% | 2% | -1
COc1ccc(N(C(=O)CNC(=O)c2cccs2)C(C(=O)NCC2CCCO2)c2ccc(OC)c(OC)c2)cc1 (stereo unspecified) | 0.7 | 0.1 | 25%[57.1 µM] | 12%[57.1 µM] | -8 | -2% | -3% | -1% | -1
CCOC(=O)c1ccc(CN(Cc2ccc(F)cc2)S(=O)(=O)c2cc(C(=O)Nc3ccccc3CC)ccc2F)cc1 | . | 2.0 | 25%[57.1 µM] | 8%[57.1 µM] | . | 15% | -10% | 4% | 0
COc1ccccc1CNC(=O)CSc1nnc2c(Cl)cc(C(F)(F)F)cn12 | 0.2 | 0.1 | 9%[57.1 µM] | 5%[57.1 µM] | 9 | 6% | -15% | 3% | 18
CC1CCCCC12NC(=O)N(CC(=O)OCc1c(F)cccc1Cl)C2=O (stereo unspecified) | . | . | 10%[57.1 µM] | 7%[57.1 µM] | . | 14% | -15% | 1% | .
CCOc1ccc(-c2ccc(/C=C3/C(=N)N4C(C)=CSC4=NC3=O)o2)c([N+](=O)[O-])c1 | 0.3 | 0.5 | ? | -14% | -23 | 1% | -22% | ? | -8
CCOC(=O)c1c(NC(=O)/C=C/c2ccc(OCC)c(OC)c2)sc2c1CCC2 | 1.6 | 0.5 | -9% | 2% | . | 11% | -19% | -1% | 1
O=C(Oc1cccc(C(=S)N2CCOCC2)c1)c1cc([N+](=O)[O-])cc([N+](=O)[O-])c1 | 0.5 | 0.1 | -5%[57.1 µM] | 0%[57.1 µM] | 3 | -10% | 8% | -2% | -5
CCOC(=O)COc1cccc2c(=O)n(CC(=O)N3CCc4ccccc43)ccc12 | . | -0.6 | 41% | 9%[57.1 µM] | . | -7% | -16% | 1% | -4
Cc1ccc(C(=O)c2cn(Cc3cccc(Cl)c3)c3nc(C)ccc3c2=O)cc1 | -0.2 | -0.4 | 4% | -11% | . | -4% | -30% | ? | 4
COC(=O)N/N=C/c1ccc([N+](=O)[O-])o1 | 0.6 | 0.3 | ? | -9% | 14 | -6% | -8% | -28% | 0
O=C(CN(Cc1ccccc1)C(=O)CCC(=O)Nc1ccccn1)NCc1ccco1 | -0.5 | 0.1 | 10%[57.1 µM] | 8%[57.1 µM] | -18 | 2% | 3% | 3% | -1
CCNc1ncnc2c1cnn2C | 0.5 | 0.1 | 35%[activator][57.1 µM] | -11%[57.1 µM] | 4 | 2% | -11% | -5% | -3
Cc1cccc(-c2cc(C(=O)NCCCn3ccnc3)c3ccccc3n2)c1 | 0.5 | 0.0 | . | . | -16 | . | . | . | 1
CC(Nc1ccc(Cl)c(Cl)c1)C(=O)NN (stereo unspecified) | 0.4 | -0.2 | 19%[57.1 µM] | 7%[57.1 µM] | -3 | 3% | 3% | 0% | 1
COc1ccc([N+](=O)[O-])cc1NC(=O)CSCc1ccccc1 | -0.4 | -0.4 | 15% | 7%[57.1 µM] | 1 | -1% | -9% | 3% | -1
